Compound activity as filed in PubChem.
NPSR antag = antagonists of human neuropeptide S receptor cAMP signaling; Q6W5P4; CHO-NPSR cells, cAMP TR-FRET, antagonist mode; Potency, µM (top dose mostly 38.3 µM), for inactives: top-dose activity change, negative = inhibition, hits mostly inhibitors; 1% of 220,000 active; AID 1461; also: potency is read from the fitted curve at half-maximal effect; % is scaled to controls: 0 for no effect and ±100 for the full control effect; nearly all actives have a fitted effect of over 50% in size; many of its hits are not listed in these tables
Target sequence (Q6W5P4 whole entry, looked up): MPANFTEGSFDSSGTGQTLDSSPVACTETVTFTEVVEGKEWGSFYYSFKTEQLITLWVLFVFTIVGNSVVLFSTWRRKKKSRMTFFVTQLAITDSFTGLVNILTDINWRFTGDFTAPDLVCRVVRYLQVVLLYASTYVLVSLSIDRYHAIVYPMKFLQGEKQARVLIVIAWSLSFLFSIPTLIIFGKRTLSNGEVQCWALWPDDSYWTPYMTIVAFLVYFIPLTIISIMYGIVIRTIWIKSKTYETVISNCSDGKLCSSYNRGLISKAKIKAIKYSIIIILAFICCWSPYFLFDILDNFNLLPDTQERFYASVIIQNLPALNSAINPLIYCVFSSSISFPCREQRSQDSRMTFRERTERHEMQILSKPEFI
Lamin A splicing = modulators of lamin A splicing; HeLa LMNA splicing GFP/RFP minigene ratio, 48 h; Potency, µM (series often up to 46.1 µM), inactives show top-dose ratio change, negative = inhibition, most hits filed as inhibitors; 0.01% of 200,000 active; AID 1487; active = well fitted inhibition curve with a large enough effect in the signal ratio, with a control signal flat, not every such curve was filed as active; inconclusive = small, poorly fitted or top-dose-only effect, or effect the other way, or a change in a side signal; the % refers to the signal ratio; also: potency is read from the fitted curve at half-maximal effect; % is scaled to controls: 0 for no effect and ±100 for the full control effect
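S3 HeLa cells stably expressing lamin A-EGFP splicing minigene plus DsRed2, 600 cells/well, 48 h compound exposure at 37C. Laser-scanning cytometry; analysed as GFP (500-530 nm)/RFP (575-640 nm) total intensity ratio; 0.5% DMSO vehicle.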
Epigenetic reg = derepresses silenced GFP reporter in murine cells. murine LDR cells, GFP reporter derepression, 30 h. 0.2% of 280,000 active. AID 1865. Potency, µM (top dose mostly 53.9 µM), for inactives: at the top dose GFP activation, most hits filed as activators; also: potency is read from the fitted curve at half-maximal effect; % of control where 0% means no effect; nearly all actives have a fitted effect of over 60% in size
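Derepression of a silenced CMV-GFP reporter in murine LDR cells is scored by enumerating GFP-positive cells with a laser-scanning microplate cytometer after 30 hours of treatment at 37 C.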
CBFb RUNX1 block = inhibitors of human CBF-beta and RUNX1 interaction | Q01196+Q13951 | AlphaScreen CBFb-His/RUNX1-biotin binding, biochemical | Potency, µM (top dose mostly 59.8 µM), without a hit: top-dose activity, negative = inhibition, usual class: inhibitors | 230,000 tested, under 10 active | AID 1477; also: % of control where 0% means no effect
Target sequence (Q01196 whole entry, looked up): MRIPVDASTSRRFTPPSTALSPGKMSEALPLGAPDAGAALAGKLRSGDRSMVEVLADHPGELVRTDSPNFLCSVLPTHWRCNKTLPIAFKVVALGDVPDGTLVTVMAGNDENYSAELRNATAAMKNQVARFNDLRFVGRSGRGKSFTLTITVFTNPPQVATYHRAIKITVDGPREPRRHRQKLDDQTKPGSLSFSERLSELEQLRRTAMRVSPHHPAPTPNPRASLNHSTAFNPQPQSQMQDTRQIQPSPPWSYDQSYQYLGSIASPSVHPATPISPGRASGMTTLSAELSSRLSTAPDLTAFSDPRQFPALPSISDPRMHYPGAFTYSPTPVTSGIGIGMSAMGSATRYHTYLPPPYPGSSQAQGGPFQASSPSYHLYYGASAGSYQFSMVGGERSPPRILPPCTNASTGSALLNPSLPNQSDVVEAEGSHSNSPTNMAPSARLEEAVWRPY
Target sequence (Q13951 whole entry, looked up): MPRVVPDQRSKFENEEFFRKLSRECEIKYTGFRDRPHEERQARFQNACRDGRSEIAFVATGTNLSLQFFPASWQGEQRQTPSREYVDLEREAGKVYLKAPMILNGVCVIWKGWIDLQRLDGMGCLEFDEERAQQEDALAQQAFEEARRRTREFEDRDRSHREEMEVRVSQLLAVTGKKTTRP
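Room-temperature protein-protein interaction test with 30 nM each of His-tagged CBF-beta and biotinylated RUNX1, 15 min with compound, then 90 min with nickel plus streptavidin beads. Signal read in AlphaScreen mode.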
HTT aggregate = reduces HttQ103-GFP aggregates in PC12 cells; Potency, µM (titrated, usually from 46.1 µM), for inactives: at the highest dose activity change, negative = inhibition, usual class: inhibitors; 1.1% of 220,000 active; PC12 HttQ103-GFP aggregates, Acumen cytometry, 40 h; AID 1688; also: potency is read from the fitted curve at half-maximal effect; % is scaled to controls: 0 for no effect and ±100 for the full control effect; nearly all actives have a fitted effect of over 60% in size
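Steps: seed 1500 PC12 HTTQ103-GFP cells/well; add tebufenozide, 100 nM final; add compound titration; add ATPLite reagent; quantify GFP aggregates by laser scanning cytometry.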
KinaseGlo FLuc = blocks Kinase-Glo luciferase, a counter-screen artifact; Q27757; Kinase-Glo luciferase, ATP luminescence, 8 min; Potency, µM (top dose mostly 38.3 µM), without a hit: at the highest dose activity change, negative = inhibition, hits mostly inhibitors; 0.28% of 200,000 active; AID 1379; also: potency is read from the fitted curve at half-maximal effect; % is scaled to controls: 0 for no effect and ±100 for the full control effect; nearly all actives have a fitted effect of over 60% in size
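Compound is pinned into ATP-containing buffer (10 uM ATP, imidazole pH 7.2, 7 mM MgCl2). Kinase-Glo luciferase reagent is then added. Light output is recorded following an 8-min room-temperature incubation.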
IMPase Li inh = membrane-permeable IMPase blocker, potentiated with lithium. AID 1457. 0.35% of 210,000 active. CHO-M1 cells, IP1 TR-FRET (IP-One), carbachol + lithium. Potency, µM (doses to about 59.4 µM), for inactives: at the highest dose activity, negative = IMPase inhibition, most hits filed as inhibitors;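 also: IP1 builds up when IMPase is blocked and the TR-FRET signal falls; potency is read from the fitted curve at half-maximal effect; plate controls were basal vehicle for no effect and high inhibitor control for full effect; nearly all actives have a fitted effect of over 50% in size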
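Test compounds were applied to CHO-M1 cells previously cultured for 16–30 h at 2000 per well. A small lithium amount accompanied them; after 30 min at 37C, IP1 was quantified by TR-FRET.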
Numbers without * were called inactive; ? = inconclusive; · = no result given; & = joins results of further samples; [ ] = remark or other dose. Unless noted, calls follow the shape of the dose curve; as a rule, active = well fitted curve in the direction sought with a large enough effect; inconclusive = small, poorly fitted or top-dose-only effect, or another doubt; inactive = no such curve, though single readings can be large; an effect the other way counts as inactive or inconclusive. The list is partial; rates above refer to the full screens.

Sequence of screens – NPSR antag	Lamin A splicing	Epigenetic reg	CBFb RUNX1 block	HTT aggregate	KinaseGlo FLuc	IMPase Li inh
CC1(C)Cc2c(sc3nc(SCC(=O)NCc4ccccc4)n(-c4ccccc4)c(=O)c23)CS1
→ -11%[46.1 µM]	6%	-0.9%	-3%	17%	-2%	0%[38.3 µM]
C=CCC(O)(C#Cc1ccccc1)c1ccccc1 (configuration not stated)
→ ·	·	-1.1%	17%	·	-2%	8%
CC1(C)CC(=O)C=C(Nc2ccc(C(=O)O)cc2)C1
→ -8%[46.1 µM]	-1%	-1.2%	-13%	7%	1%	5%
CC(C)(C)C1CCC2(CC1)C(Nc1cccc(C(F)(F)F)c1)=NC(=S)N2CC#N (configuration not stated)
→ 7%[46.1 µM]	-1%	-0.8%	0%	-5%	-1%	15%
Nc1ccc(Br)cc1Br
→ 11%	·	-0.9%	-1%	18%[9.22 µM]	·	·
CC1=C(C(=O)O)N2C(=O)[C@@H](NC(=O)C(N)C3=CCC=CC3)[C@H]2SC1 (some centres not stated)
→ -6%[46.1 µM]	-14%	-1.2%	3%	·	0%	6%
CCc1nnc(NC(=O)c2ccc(-c3ccccc3F)o2)s1
→ 2%	·	1.1%	-1%	0%	1%	19%
COc1cc(CCCN2C(=S)NC[C@@H]2CCCCN)cc(OC)c1OC
→ -14%	·	-1.1%	10%	9%[9.22 µM]	·	-2%
CCN1CCC2(CC1)N=C(c1ccc(F)cc1)C(=S)N2C(=O)c1ccc(C(C)(C)C)cc1
→ ?	?	-0.9%	6%	13%	·	·
Cc1ccc(SCc2nc3ccccc3n2CC(=O)Nc2ccc(Cl)cc2)cc1
→ ?	8%	?	0%	-24%	0%	4%[38.3 µM]
Cc1ccc(S(=O)(=O)N2CCN(c3ccc(C(=O)N4CCOCC4)cc3[N+](=O)[O-])CC2)cc1
→ 2%	?	0.0%	-12%	-5%	4%	-1%
COC(=O)c1c(C(=O)OC)c(-c2ccccc2)n2c1CS(=O)(=O)C2
→ -8%[46.1 µM]	9%	-2.9%	5%	2%	-5%	-3%[38.3 µM]
CN(C)Cc1ccccc1-c1cc(NC2CC2)ncn1
→ ·	-5%	2.9%	·	·	-3%	-1%
CSC(=NC#N)N1CCN(c2ccccc2)CC1
→ -3%[46.1 µM]	6%	-1.1%	1%	?	0%	-11%[38.3 µM]
O=S1(=O)CC/C(=N\Nc2ccc(F)cc2)c2ccsc21
→ 5%	?	0.8%	12%	3%	5%	-1%
CCOC(=O)N1CCC(N(CCN(C)C)C(=S)Nc2cccc(SC)c2)CC1
→ -20%	·	2.3%	-1%	-5%	0%	8%
C[C@@H]1C[C@H](OC(=O)c2ccccc2O)CC(C)(C)C1
→ ·	3%	2.4%[16.9 µM]	-12%[21.7 µM]	·	-1%[17.1 µM]	16%
O=C(Nc1ccc2oc(-c3ccc4ccccc4c3)nc2c1)c1cccs1
→ -22%[46.1 µM]	17%	-1.5%	5%	-3%	-5%	10%[38.3 µM]
O=C(Nc1ccc2c(c1)OCCO2)c1ccc(Cl)c([N+](=O)[O-])c1
→ -23%	-1%	0.0%	-14%	-30%	-3%	-3%
CC1(C)CC(NC2C3CC4CC(C3)CC2C4)CC(C)(C)N1 (configuration not stated)
→ 1%[7.67 µM]	·	-1.4%	7%	-1%[9.22 µM]	·	·
COc1ccc(Cl)cc1NC(=S)N1CCN(S(C)(=O)=O)CC1
→ 8%	·	-1.9%	7%	18%[9.22 µM]	·	·
O=c1[nH]c2c(s1)C(c1cccnc1)C1C3CCC(C3)C1S2 (configuration not stated)
→ 4%	·	-2.4%	11%	0%[9.22 µM]	·	·
COC(C/C=C/C(=O)COCc1ccccc1)OC
→ 28%	·	?	8%	6%[9.22 µM]	·	·
Clc1ccc2[nH]cc(-c3nnnn3-c3ccccc3)c2c1
→ 10%[46.1 µM]	-2%	0.0%	6%	-13%	-6%	-7%[38.3 µM]
Cc1nc(/C=C/c2ccccc2)cc(/C=C/c2ccccc2)n1
→ -30%[46.1 µM]	-5%	-3.2%	5%	-6%	17%	33%[38.3 µM]
Cc1nc2sc3c(c2c(=O)n1/N=C/c1cccnc1)CCCC3
→ -3%	4%[9.22 µM]	1.1%	6%	-9%	2%	10%
COc1ccc(C(N)=O)cc1N
→ 0%[46.1 µM]	-3%	-2.1%	9%	-11%	0%	26%[38.3 µM]
Cc1ccc(-n2cccn2)c(CN2CCC(CO)(CCc3ccccc3)CC2)c1
→ -36%	?	-1.7%	-7%	17%	-2%	9%
O=C1CC[C@@H](C(=O)N2CSC[C@H]2C(=O)O)N1
→ 10%	·	0.0%	2%	11%	·	·
Cc1ccc(CNS(=O)(=O)NCc2ccc(Cl)cc2)cc1
→ 8%	-4%[46 µM]	-3.1%	4%	8%[9.22 µM]	0%	1%
O=C(c1cccnc1)N1CCN(S(=O)(=O)c2ccc(Cl)cc2)CC1
→ -20%[46.1 µM]	?	0.0%	-4%	-17%	-3%	0%
COc1cccc(NC(=O)COC(=O)c2c(F)cccc2Cl)c1
→ -3%	·	-1.4%	26%	3%	1%	4%
CCOC(=O)c1cnc2cc(-c3ccc(C)cc3)nn2c1-c1ccccc1
→ -21%[46.1 µM]	-3%	5.5%	12%	13%	-5%	-9%[38.3 µM]
CCOC(=O)C1C(c2ccccc2Cl)NC(=O)N(C)C1(O)C(F)(F)F (configuration not stated)
→ -7%[46.1 µM]	4%	-1.0%	4%	9%	1%	-1%[38.3 µM]
COc1cc(NC(=S)N2CCN(C(=O)C3CCCO3)CC2)c(OC)cc1Cl (configuration not stated)
→ 3%	3%	1.1%	4%	-5%	2%	0%
CCN(CC)CCCNC(=O)Cn1nc([N+](=O)[O-])c(Cl)c1C
→ -17%	-11%[46 µM]	0.0%	13%	1%[9.22 µM]	-2%	13%
Cc1ccc(CN2C(=O)N/C(=C\c3ccc(N4CCOCC4)cc3)C2=O)cc1
→ -24%	1%	?	-12%	-12%	-1%	-2%
CCOC(=O)c1cccc(NC(=O)Cn2c(CC(=O)N3CCCC3)nc3ccccc32)c1
→ -2%[46.1 µM]	?	-1.0%	-1%	-15%	1%	18%[38.3 µM]
O=C(O)COc1ccc(NC(=O)c2ccco2)cc1
→ -16%[46.1 µM]	0%	0.7%	-4%	-7%	-6%	4%[38.3 µM]
COc1ccc2[nH]c3c4c(ccc3c2c1)C(=O)C=CC4=O
→ ?	·	1.8%	-19%	-2%[9.22 µM]	·	·
COc1ccc(NC(=O)c2oc3ccc(S(=O)(=O)N4CCOCC4)cc3c2C)cc1
→ 22%	8%&-1%[46 µM]	-1.8%&3.8%	9%	-7%	5%	-3%
O=C1NCCCN1Cc1ccc(F)cc1
→ -5%[46.1 µM]	1%	-4.2%	1%	0%	0%	16%[38.3 µM]
CCCCc1nc(NCCN2CCOCC2)c(C#N)c2c1COC(C)(C)C2
→ -12%[46.1 µM]	3%	4.8%	3%	-1%	3%	1%[38.3 µM]
Cc1cccc2cc(COC(=O)C(C)C)c(=O)[nH]c12
→ -17%[46.1 µM]	13%	-2.0%	0%	12%	13%	-17%[38.3 µM]
COc1cccc(/C=C(/C(=O)OCC(=O)NC2CCCC(C)C2C)c2ccccc2)c1 (configuration not stated)
→ -56%	?	1.1%	10%	8%	-4%	14%
COc1c(F)c(F)c(C(=O)O)c(Nc2ccc(C)cc2)c1F
→ -6%[46.1 µM]	10%	-1.1%	0%	-17%	1%	-5%[38.3 µM]
OCCN(Cc1ccccc1)CC1CCCCC1
→ -22%[46.1 µM]	1%	-0.7%	4%	10%	11%	-2%[38.3 µM]
CCN(CC)C1CCCCC1NS(=O)(=O)c1ccc(Cl)cc1 (configuration not stated)
→ -2%[46.1 µM]	-6%	0.9%	12%	-15%	0%	24%[38.3 µM]
CCN1CCN(C(=O)CCc2nc3ccccc3c(=O)[nH]2)CC1
→ -6%[46.1 µM]	11%	-0.3%	0%	10%	-3%	2%[38.3 µM]
O=C(COC(=O)c1ccc(O)cc1)Nc1ccc(Cl)cc1
→ -3%	·	-1.8%	-1%	3%[9.22 µM]	2%	28%
COc1ccccc1N1CCN(/N=C/c2c(C)nn(-c3ccccc3)c2C)CC1
→ -18%[46.1 µM]	-9%	1.8%	-29%	-14%	0%	7%
NNC(=O)c1ccc(Cn2cc(Cl)cn2)o1
→ -13%	·	-1.3%	1%	15%[9.22 µM]	·	·
CCCc1nc2ccccc2n1Cc1ccccc1OC
→ -53%	·	-1.1%	-10%	-15%	2%	30%
Cc1ccccc1NC(=O)Cn1nnc2c(cnn2-c2ccc(F)cc2)c1=O
→ -4%[46.1 µM]	8%	3.2%	4%	1%	-3%	-6%[38.3 µM]
NS(=O)(=O)c1ccc(CCNC(=O)C2CCCCC2)cc1
→ -3%[46.1 µM]	6%	0.1%	0%	28%	17%	29%[38.3 µM]
O=C(Nc1ccccc1N1CCCC1)c1ccc([N+](=O)[O-])cc1Cl
→ -21%	·	2.4%	0%	5%	-2%	20%
O=c1nc2n(Cc3ccccc3)c3ccccc3cc-2c(=O)[nH]1
→ 5%	2%	-0.9%	0%	?	2%	-8%
CC(=O)Nc1c2c(nn1-c1ccc(C)cc1C)CSC2
→ -18%[46.1 µM]	-11%	2.5%	7%	?	6%	38%[activator][38.3 µM]
CSc1nnc2c(n1)OC(C)=Nc1ccccc1-2
→ 7%[46.1 µM]	9%	1.5%	6%	-2%	0%	-1%[38.3 µM]
Cc1cccc(CC(C)NC(=O)CCc2nnc(CCCCc3ccccc3)o2)n1 (configuration not stated)
→ 2%	19%[46 µM]	-2.7%	1%	12%[9.22 µM]	0%	12%

(more compounds)
Sequence of screens – NPSR antag	Lamin A splicing	Epigenetic reg	CBFb RUNX1 block	HTT aggregate	KinaseGlo FLuc	IMPase Li inh
COc1cc(NC(=O)c2ccc3c(c2)OCO3)c2ncccc2c1
→ -23%[46.1 µM]	-9%	1.2%	3%	-19%	-3%	?
Cc1cc(C=C2C(=O)c3ccccc3C2=O)c(C)n1-c1ccccc1
→ ?	?	1.1%	-5%	-28%	?	7%[38.3 µM]
Cc1c(NS(=O)(=O)c2cccc(C(=O)NCc3ccc(Cl)cc3)c2)c(=O)n(-c2ccccc2)n1C
→ -17%[46.1 µM]	-17%	-0.9%	3%	1%	3%	-1%
COc1cc(NC(=S)NC(=O)C(C)C)ccc1NC(=O)c1cc2ccccc2o1
→ -23%	-19%[46 µM]	-0.1%	8%	17%	2%	12%
CC(C)(/C=N/O)N(O)C=C1C=CC(=O)C=C1
→ -3%[7.67 µM]	·	0.0%	-12%	-6%[9.22 µM]	·	·
